Assay outcomes as filed in PubChem.
Salmonella PhoP GFP = PhoP regulon inhibitors, Salmonella typhi PhoP promoter GFP reporter, confirmatory (AID 1850); Salmonella Typhi PhoP-promoter GFP reporter, fluorescence, 4 h; higher % means a stronger effect; one-dose inhibition, % at 50 µM; IC50 in µM for titrated hits; hit rate 0.33% among 310,000; in the data active means a potency from the dose series; inconclusive means inhibition mostly from about 25% at the one dose, without a potency; inactive means the rest, 99 in 100 with inhibition below about 19%;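 further: 0% = induced wells with vehicle and 100% = uninduced wells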
H37Rv inhibition = M. tuberculosis growth inhibition, HTS (AID 449762) | inhibition, % at 25 µM; hits with a dose series show IC50 in µM | hit rate 0.59% among 330,000 | M. tuberculosis H37Rv growth inhibition, 7H9 media; higher % means a stronger effect; in the data active means a potency from the dose series; inconclusive means inhibition above about 70% without an active follow-up result;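 further: bacterial growth assessed after seven days of incubation; strong numbers were not always called active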
inhibitors of VEEV = inhibitors of VEEV TC-83 cytopathic effect, confirmation, Vero cells (AID 588727). Vero cells, VEEV TC-83 cytopathic effect inhibition; higher % means a stronger effect. inhibition, % at 20 µM, or IC50 in µM where a hit was titrated. hit rate 0.13% among 350,000; in the data active means a potency from the dose series; inconclusive means inhibition mostly from about 14% at the one dose, without a potency; inactive means the rest, 99 in 100 with inhibition below about 12%; further: strong numbers were not always called active
M. tuberculosis = growth inhibition of non-replicating M. tuberculosis (AID 488890); hit rate 0.39% among 320,000; one-dose inhibition, % at 25 µM; IC50 in µM for titrated hits; Mycobacterium tuberculosis non-replicating, growth inhibition; higher % means a stronger effect; in the data active means a potency from the dose series; inconclusive means inhibition mostly from about 82% at the one dose, without a potency; inactive means the rest, 99 in 100 with inhibition below about 76%;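 further: plate controls were DMSO cells for no effect and high antibiotic wells for full effect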
H1N1 NS1A inhibition = H1N1 influenza NS1A inhibitors, functional cell based assay (AID 504329); NS1A functional cell-based assay, percent inhibition; higher % means a stronger effect; hit rate 0.3% among 340,000; inhibition, % at 12.5 µM, or IC50 in µM where a hit was titrated; in the data active means a potency from the dose series; inconclusive means inhibition above about 27% without an active follow-up result; further: strong numbers were not always called active
inhibitors of VEEV 10K pilot screen = also measured in inhibitors of VEEV; calls as there; inhibition, %; measured here: 10K pilot screen inhibition
An asterisk follows results filed as active; i = inactive; ? = inconclusive; . = not tested or not shown. An unsorted share of the library. Share with any hit: about 1.5%.

SMILES | Salmonella PhoP GFP | H37Rv inhibition | inhibitors of VEEV | M. tuberculosis | H1N1 NS1A inhibition | others
CC(C)NS(=O)(=O)c1ccc(OCC(=O)Nc2cccc(F)c2)cc1 | -4% | -3% | 2.1% | 14% | -7%
O=C(N1CCOCC1)C1(c2ccc(Cl)cc2)CCCC1 | -2% | -7% | 6.4% | 35% | 5%
COc1ccccc1-c1nnc(SCC(=O)N2CCC(C)CC2)o1 | -2% | 6% | 7.2% | ? | 6%
NCCc1nnc(SCC(=O)c2ccc(Cl)cc2)o1 | 1% | 12% | 0.3% | 13% | -16%
COc1ccc(CNC(=O)Oc2ccccc2)cc1Cl | 6% | 4% | i | 31% | -4%
CC(=O)NNc1nc(-c2ccc(NC(C)=O)cc2)cs1 | -1% | -3% | 1.1% | -8% | -1%
O=S(=O)(c1ccccc1F)N(Cc1ccco1)Cc1nnc(-c2ccccc2Br)o1 | . | . | 7.4% | . | 1%
O=C(Nc1nc(-c2ccccc2)c(-c2ccccc2)s1)c1ccc(S(=O)(=O)N2CCCC2)cc1 | 2% | -3% | i | -3% | 2%
COc1cccc(CN2CCNC(=O)C2CC(=O)NCCc2cccc(C)n2)c1OC (stereo not given) | -4% | -4% | i | 11% | -3%
Cc1ccc2c(c1)[nH]c1c(N3CCN(Cc4ccccc4)CC3)ncnc12 | 7% | 3% | 8.5% | 16% | 6%
O=c1c2ccccc2nc(-c2ccccc2)n1Cc1ccco1 | -8% | -23% | 1.0% | -8% | -2%
O=C(CSCc1ccc(Br)cc1)NC1CC1 | 9% | 2% | 2.0% | 77% | -2%
CCOC(=O)c1cnc2c(C#N)c(C)nn2c1-c1ccccc1 | 8% | 1% | 8.8% | -2% | -9% | inhibitors of VEEV 10K pilot screen=2.5
CCOc1cc(/C=N/Nc2cc(C)nc(-n3nc(C)cc3C)n2)ccc1O | 2% | ? | ? | ? | -33%
Cc1[nH]c2ccccc2c1CN1CCC(Cc2ccccc2)CC1 | 3% | 0% | 30% | 68% | 10%
COc1cc(CCC(=O)OCC(=O)Nc2nc(C)c(Cl)cc2Cl)cc(OC)c1OC | 2% | -10% | 1.2% | 20% | 0%
Cc1ccc(C(=O)c2ccc(N3CCN(C)CC3)c([N+](=O)[O-])c2)cc1 | 11% | 1% | 1.8% | 16% | 12%
COc1ccc(CCNS(=O)(=O)c2ccc(-n3cnnn3)cc2)cc1OC | 3% | 0% | 0.3% | -16% | 4%
CC1=C(C(=O)Nc2ccccc2)C(c2ccncc2)C(C#N)=C(SCC(=O)NC2CC2)N1 (stereo not given) | 7% | 6% | i | 5% | -14%
CN(C)C(=O)CSc1nc(SCC(=O)N(C)C)n(-c2ccccc2)n1 | -2% | 2% | i | 4% | -6%
O=C(CC1NCCNC1=O)OCCCc1ccccc1 (stereo not given) | 1% | 7% | 0.0% | . | 0%
O=C1CCC(=O)c2oc3ccccc3c2N1 | -2% | -3% | 2.0% | -35% | -8%
Cc1ccc(C)n1CCN1CCN(C(=O)CSc2nc3ccccc3nc2N2CCOCC2)CC1 | -3% | 5% | 7.9% | 67% | -1%
CC(C)N(CCCNC(=O)c1nn(C)c2c1CS(=O)(=O)c1ccccc1-2)Cc1ccccc1 | 16% | -1% | i | -11% | 4%
C[N+](C)(CCOc1ccccc1)Cc1ccccc1 (tested in a mixture with another compound) | -4% | -1% | 4.2% | 18% | -4%

Some of these compounds in order of formula weight, falling.
SMILES | Salmonella PhoP GFP | H37Rv inhibition | inhibitors of VEEV | M. tuberculosis | H1N1 NS1A inhibition | others
Cc1ccc(C)n1CCN1CCN(C(=O)CSc2nc3ccccc3nc2N2CCOCC2)CC1 | -3% | 5% | 7.9% | 67% | -1%
O=S(=O)(c1ccccc1F)N(Cc1ccco1)Cc1nnc(-c2ccccc2Br)o1 | . | . | 7.4% | . | 1%
O=C(Nc1nc(-c2ccccc2)c(-c2ccccc2)s1)c1ccc(S(=O)(=O)N2CCCC2)cc1 | 2% | -3% | i | -3% | 2%
CC(C)N(CCCNC(=O)c1nn(C)c2c1CS(=O)(=O)c1ccccc1-2)Cc1ccccc1 | 16% | -1% | i | -11% | 4%
COc1cc(CCC(=O)OCC(=O)Nc2nc(C)c(Cl)cc2Cl)cc(OC)c1OC | 2% | -10% | 1.2% | 20% | 0%
COc1ccc(CCNS(=O)(=O)c2ccc(-n3cnnn3)cc2)cc1OC | 3% | 0% | 0.3% | -16% | 4%
CN(C)C(=O)CSc1nc(SCC(=O)N(C)C)n(-c2ccccc2)n1 | -2% | 2% | i | 4% | -6%
CCOc1cc(/C=N/Nc2cc(C)nc(-n3nc(C)cc3C)n2)ccc1O | 2% | ? | ? | ? | -33%
COc1ccccc1-c1nnc(SCC(=O)N2CCC(C)CC2)o1 | -2% | 6% | 7.2% | ? | 6%
Cc1ccc(C(=O)c2ccc(N3CCN(C)CC3)c([N+](=O)[O-])c2)cc1 | 11% | 1% | 1.8% | 16% | 12%
O=C(CSCc1ccc(Br)cc1)NC1CC1 | 9% | 2% | 2.0% | 77% | -2%
O=C(N1CCOCC1)C1(c2ccc(Cl)cc2)CCCC1 | -2% | -7% | 6.4% | 35% | 5%
COc1ccc(CNC(=O)Oc2ccccc2)cc1Cl | 6% | 4% | i | 31% | -4%
CC(=O)NNc1nc(-c2ccc(NC(C)=O)cc2)cs1 | -1% | -3% | 1.1% | -8% | -1%
C[N+](C)(CCOc1ccccc1)Cc1ccccc1 (tested in a mixture with another compound) | -4% | -1% | 4.2% | 18% | -4%
O=C1CCC(=O)c2oc3ccccc3c2N1 | -2% | -3% | 2.0% | -35% | -8%

Next compounds
SMILES | Salmonella PhoP GFP | H37Rv inhibition | inhibitors of VEEV | M. tuberculosis | H1N1 NS1A inhibition | others
O=C(CCn1nc(-c2ccc(Cl)cc2)ccc1=O)NCCCN1CCCCCC1 | -1% | 0% | i | 70% | 8%
C/C(=N\NC(=S)NC(C)C)c1ccc(C(C)(C)C)cc1 | 5% | 33% | 1.0% | -1% | 3%
CCOc1ccc(N2CC(C(=O)NCCC3=CCCCC3)CC2=O)cc1 (stereo not given) | 8% | -4% | i | -17% | -1%
COc1ccc(CCN(C)C(=O)c2ccc(S(=O)(=O)Nc3ccccc3F)cc2)cc1OC | -4% | -7% | 2.1% | 2% | 8%
O=C(NN1C(=O)c2ccccc2NC1c1ccco1)c1ccccc1 (stereo not given) | -3% | 5% | 0.6% | 8% | -4%
CN(C)S(=O)(=O)c1ccc(C(=O)OCC(=O)NCc2ccccc2)cc1 | -9% | -1% | 0.3% | -5% | 0%
C=CCNC(=O)c1onc(CSc2ccc(F)cc2)c1C(=O)NCCOC | -10% | -2% | 0.2% | -4% | 0%
CCN(CC)c1ccc(NC(=O)C2CCC(CNc3c(N4CCCC4)c(=O)c3=O)CC2)c(C)c1 (stereo not given) | 17% | -4% | 1.5% | 0% | 5%
CCN(CC(=O)Nc1c(F)cccc1F)C(=O)c1ccc(S(=O)(=O)N2CCC(C)CC2)cc1 | . | -9% | 1.1% | 15% | -15%
COc1ccc([C@@H]2CC=C(C(=O)O)[C@H](c3ccc(C(C)(C)C)cc3)N2S(=O)(=O)c2ccc(C)cc2)cc1OC | . | 5% | 1.1% | 23% | 0%
CCOc1ccc(NC(=S)N(CCc2c(C)[nH]c3ccccc23)Cc2cccnc2)cc1 | -4% | 1% | 9.4% | . | 1%
CCCCN(C(C)=O)c1c(N)n(CCC)c(=O)n(CC(=O)Nc2cc(Cl)cc(Cl)c2)c1=O | -5% | 2% | 0.3% | 12% | -5%
Cc1cc2ccccc2n1CCNC(=O)COc1ccc2ccccc2c1 | -3% | 5% | 3.2% | 24% | 2%
CCOC(=O)[C@@H]1[C@H]2COc3cc(OC)ccc3[C@@H]2N2C(=O)N(c3ccc(F)cc3)C(=O)[C@]12C | -5% | -4% | i | 10% | 14% | inhibitors of VEEV 10K pilot screen=1.1
CN(C(=O)c1cccc(NC(=O)Cc2cccc(NC(=O)C3CCN(C(=O)C4CCC4)CC3)c2)c1)C1CC1 | . | . | 0.4% | . | -1%
COc1ccc(OCC(=O)NNC(=O)c2cccnc2)cc1 | -1% | 1% | 1.1% | 4% | -5%
Cc1cc(=O)n(C)c2ccc(S(=O)(=O)N3CCOCC3)cc12 | -3% | -6% | 0.2% | -10% | -5%
CC1CCC(=NO)C(=NO)C1 (stereo not given) | . | . | 0.7% | . | -18%
COc1ccc(OC)c(CNc2ccc([N+](=O)[O-])cc2C)c1 | -9% | 10% | 4.3% | 34% | 11%
O=C(CN(CC1CCCO1)C(=O)CCC(=O)Nc1nccs1)NCc1ccc2c(c1)OCO2 (stereo not given) | -4% | -1% | i | -9% | -2%
Cn1ccnc1C(=O)c1cc(SCC(=O)NCc2ccccc2)nc2ccccc12 | 0% | 2% | 6.3% | 7% | -2%
CC(C)c1ccc(NC2CCCN(C(=O)CCN3Cc4ccccc4C3=O)C2)cc1 (stereo not given) | 4% | 8% | 2.8% | 14% | 3%
CCCCNC(=O)CS(=O)Cc1nc(-c2cccs2)oc1C (stereo not given) | -6% | 0% | i | 25% | -6%
CS(=O)(=O)c1ccc(Cl)c(C(=O)OCC(=O)NC2CCCCCCC2)c1 | . | -3% | 1.0% | 15% | -6%
CN1Cc2sc(N)c(C#N)c2CC1(C)C | 6% | -2% | 0.6% | 15% | 12%

Additional entries:
SMILES | Salmonella PhoP GFP | H37Rv inhibition | inhibitors of VEEV | M. tuberculosis | H1N1 NS1A inhibition | others
Cc1ccc(OCC(=O)N2CCN(C(=O)c3ccc([N+](=O)[O-])cc3)CC2)cc1 | -4% | -4% | 0.6% | 15% | -4%
O=C(COc1ccc(Br)cc1CNC1CCCCC1)NCCc1ccccc1 | 7% | 13% | i | 78% | -4%
Cc1nnc(SCC(=O)NC2CCCCC2)[nH]c1=O | -5% | -4% | i | -6% | 2%
CCNC(=O)OCCC12CC3CC(CC(C3)C1)C2 | -3% | -10% | 0.8% | 67% | 3%
COc1ccc2cc(C(=O)N3CCN(c4cccc(C)c4C)CC3)[nH]c2c1 | -16% | 8% | 2.3% | 28% | 1%
COC(=O)c1cccc(C23CC4(C2)[C@H](CN(Cc2ccc(C(F)(F)F)cc2)[C@@H]4c2ccccc2)C3c2ccccc2)c1 (stereo not given in full) | 9% | -4% | 2.0% | 28% | -12%
CC(O)CSc1nc2c(c(=O)[nH]c(=O)n2C)n1Cc1ccccc1 (stereo not given) | -5% | 6% | i | 23% | -3%
CCC(=O)Nc1ccc(S(=O)(=O)Nc2c(C)nc3nc[nH]n3c2=O)cc1 | -1% | 8% | 0.4% | -5% | -7%
CCOC(=O)C(O)(c1ccc(NC(=O)c2ccco2)c(OC)c1)C(F)(F)F (stereo not given) | 11% | -4% | 1.3% | 8% | -2%
O=C(O)CSCC(=O)NCc1ccc(Cl)cc1Cl | 2% | 5% | 0.0% | 32% | 2%
Cc1cccc(OCC(=O)Nc2ccc(S(=O)(=O)Nc3ccccn3)cc2)c1 | 5% | -1% | 1.1% | -12% | 22%
CCn1c(SCc2c(F)cccc2Cl)nnc1-c1ccco1 | 4% | 8% | 7.7% | 30% | 1%
Cc1ccc(/C=N/Nc2ccc(C(=O)O)cc2)s1 | -18% | 15% | 3.0% | 6% | 2%
Cn1c(SCC(=O)O)nc2sc3c(c2c1=O)CCC3 | -8% | 0% | 0.5% | -8% | -5%
O=C1N=c2ccccc2=C1c1sc(Nc2cccc(O)c2)nc1O | 9% | 9% | 9.1% | 43% | 8%
O=C1C2(c3ccccc3)CN(CCCO)CC1(c1ccccc1)CN(CCCO)C2 | -9% | 3% | 0.9% | 6% | -21%
CCCCN1C(=O)/C(=c2\sc3nc(=O)c(-c4ccccc4)nn3c2=O)c2ccccc21 | -3% | -12% | 1.7% | 17% | 0%
O=C(NNC(=O)c1ccc([N+](=O)[O-])cc1)c1ccc(NS(=O)(=O)c2cccs2)cc1 | . | ? | 0.4% | 71% | -21%

Ordered by number of heavy atoms (lowest first): 3 of the compounds above
SMILES | Salmonella PhoP GFP | H37Rv inhibition | inhibitors of VEEV | M. tuberculosis | H1N1 NS1A inhibition | others
CCNC(=O)OCCC12CC3CC(CC(C3)C1)C2 | -3% | -10% | 0.8% | 67% | 3%
Cc1ccc(OCC(=O)N2CCN(C(=O)c3ccc([N+](=O)[O-])cc3)CC2)cc1 | -4% | -4% | 0.6% | 15% | -4%
O=C1C2(c3ccccc3)CN(CCCO)CC1(c1ccccc1)CN(CCCO)C2 | -9% | 3% | 0.9% | 6% | -21%
